# Screening data (PubChem)
# All columns: NCI-60 one-dose screen, growth in % after 48 h at 10 µM unless noted; 100 = growth as untreated, 0 = no growth, -100 = all killed.
# RPMI-8226: RPMI-8226 leukemia cells; 7.5% of 77,000 active; AID 1794781
# MCF7: MCF7 breast cancer; 6.3% of 82,000 active
# MDA-MB-231: MDA-MB-231 breast cancer; AID 1794789; 5% of 81,000 active
# K-562: K-562 leukemia. 7.4% of 78,000 active. AID 1794777
# CCRF-CEM: CCRF-CEM leukemia | 7% of 77,000 active
# SR: SR leukemia cells | AID 1794780 | 8.7% of 73,000 active
# MDA-MB-468: MDA-MB-468 breast cancer; 8.5% of 78,000 active
# MOLT-4: MOLT-4 leukemia cells; 6.9% of 80,000 active
# Starred values were filed as active, the others as inactive; / = no result given; & = joins results of further samples; [ ] = another dose, or the depositor's remark. How the source made its calls: active means growth percent below 10; inactive means the rest.
Molecule	MDA-MB-468	CCRF-CEM	K-562	MCF7	SR	MDA-MB-231	RPMI-8226	MOLT-4
O=C(NC1CCC(C(=O)O)CC1)OCc1ccccc1 (configuration not stated)	117	95	102	101	91	110	106	103
COc1cc(/C=N/NC(=O)c2ccc(S(C)(=O)=O)cc2)cc(OC)c1OC	103	112	62	90	93	109	125	67
CCCc1cc(-c2ccc(O)c(CCC)c2)ccc1O	82	49	55	71	56	57	54	63
CCOC(=O)c1c(C)nn(CC(O)c2ccccc2)c1NC(=O)Nc1ccccc1F (configuration not stated)	89	90	91	86	98	92	91	93
O=C(O)CN1C(=O)C=CC1=O	104	107	96	102	109	107	106	85
Cc1ccc(S(=O)(=O)NC(CC(=O)OCc2ccccc2)C(=O)OCc2ccccc2)cc1 (configuration not stated)	104	92	97	95	98	103	87	99
c1ccc2c(c1)Nc1nc3ccccc3nc1N2	116	98	114	89	108	107	105	101
CN(C)c1ccc(/C=C2\Cc3c(F)ccc(Br)c3C2=O)cc1	-29*	94	98	40	76	91	93	98
COc1c(O[C@@H]2OC(C)[C@@H](O)[C@H](O)C2O)cc2oc3cc(O)c(CC=C(C)C)c(O)c3c(=O)c2c1CC=C(C)C (some centres not stated)	90	83	53	55	92	70	74	48
Nc1ccc(C2=NN(c3ccccc3)C(c3ccc(Cl)cc3)C2)cc1 (configuration not stated)	63	64	18	14	2.5*	89	-20*	62
O=C1C(c2c[nH]c3ccc(Br)cc23)=C(c2coc3ccc(F)cc23)C(=O)N1O	91	93	76	63	64	95	88	93
N/N=C(\C(=N\N)c1ccccc1)c1ccccc1	94	/	111	90	77	111	/	81
NC(=O)C(CCN1CCCCC1)c1ccccc1 (configuration not stated)	90	116	100	95	111	120	113	113
CCN(CC)CCOc1ccc(/C=N/Nc2nc3c([nH]2)c(=O)n(C)c(=O)n3C)cc1	121&102	103&84	103&109	75&82	97&102	87&103	108&91	102&88
CCOC(=O)c1c(C(=O)OC)c(C(=O)OC)c2ccc3c4ccccc4ccc3n12	93	101	104	92	80	115	103	110
Cc1ccc(N(C)C)cc1	113	107	97	90	85	100	101	94
Cc1c(Cc2ccc(Cl)cc2)c(=O)[nH]c(=O)n1C	105	88	103	86	81	94	94	95
Cc1csc(/N=C(N)/N=C(\N)c2ccccc2)n1	114	118	97	82	102	104	105	111
CCCCCCCCCCCCCCCCCCCCCC(=O)OCC(F)(F)C(F)(F)C(F)(F)C(F)(F)C(F)(F)C(F)(F)C(F)(F)C(F)(F)C(F)(F)C(F)F	89	94	94	89	77	102	99	106
CCOc1ccc(N=Cc2ccc(N(C)C)cc2)c(O)c1	77	97	57	75	94	71	73	89
Cc1cc(Nc2cccc(C(F)(F)F)c2)n2c(nc3ccccc32)c1C#N	-4.9*	56	22	36	32	54	23	57
CSc1c(-c2nc3ccccc3s2)c(N)nc2c(C(=O)Nc3ccc(Cl)cc3)c(Nc3ccccc3)nn12	113	101	92	93	99	95	101	107
COc1ccc2nc(CCC(=O)Nc3ccccc3)c(CC(=O)Nc3ccccc3)cc2c1	94	107	84	97	92	89	107	90
O=C1C2C3C=CC(CC3)C2S(=O)(=O)C2C3C=CC(CC3)C12 (configuration not stated)	104	68	90	99	87	102	100	75
CC(C)c1ccccc1O	107	79	112	104	99	96	/	101
O=C(Cn1c(=O)[nH]c2ccccc2c1=O)NCc1n[nH]c(=S)o1	99	85	105	95	92	/	95	99
OC1C2CCC(C2)C1CN1CCCCC1 (configuration not stated)	97	119	113	102	/	112	102	127
Cc1noc2c(Cc3ccccc3)nn(CC(=O)N/N=C/c3ccc(F)cc3)c(=O)c12	85	100	97	62	102	44	84	106
CC(C)CCNC(=O)Cn1ccc2ncccc2c1=O	/	96	111	95	112	96	98	110
Cn1c(NN)nc(-c2ccco2)c(C#N)c1=O	/	107	147	100	86	109	106	109
N=c1c(S(=O)(=O)c2ccccc2)cc2c(=O)n3ccccc3nc2n1CC1CCCO1 (configuration not stated)	121	109	113	106	106	98	109	102
O=C(Nc1ccc(-c2nc3ccccc3s2)cc1N1CCOCC1)c1ccccn1	69	71	45	58	18	67	55	48
Clc1ccc2c(Nc3ccc4oc(NCCN5CCOCC5)nc4c3)ccnc2c1	106	115	102	90	85	106	109	107
Nc1nc(=O)c2ccccc2c(=O)[nH]1	98	104	99	91	96	99	116	104
Cc1ccc(C(=O)Cn2c(=O)c3nnc(C)n3c3ccccc32)cc1	110	104	95	92	102	99	101	99
CCN(C(=O)N(CC)c1ccccc1)c1ccccc1	104&98	103&108	98&107	98	105&95	96	100&102	96&107
C=C1C(=O)O[C@H]2[C@H]1CC/C(COC(=O)NCc1c[nH]c3ccc(OC)cc13)=C\CC[C@@]1(C)O[C@@H]21	-28*	-7.8*	3.2*	5.3*	8.8*	-6.8*	-26*	2.7*
COc1cc(/C=C/C(=O)c2ccc(Cl)cc2)cc(CN2CCCC2)c1O	106	89	86	75	54	98	76	85
CCOC(=O)C(=Cc1ccc(-c2ccccc2)cc1)C(=O)OCC	53	1.2*	20	17	4.0*	53	-3.5*	-3.6*
Nc1ccc(Cl)c([N+](=O)[O-])c1	98	94	85	101	90	107	98	106
CS(=O)(=O)Nc1cc(-c2ccc3ncnc(Nc4ccc(OCc5ccccn5)c(Cl)c4)c3c2)cnc1Cl	-55*	-2.3*	21	4.7*	-5.0*	2.3*	-50*	-29*
CCOC(=O)Nc1ccc2c(c1)/C(=N\NC(N)=S)c1ccccc1-2	75&55	28&20	34	71&63	35&47	48&33	22	42&46
CCc1ccc(C2CC(c3ccc4c(c3)OCO4)=NN2c2ccc(S(N)(=O)=O)cc2)cc1 (configuration not stated)	69	72	44	39	59	76	32	50
CN(C)CCOc1ccccc1Cc1ccc(Br)cc1	67	98	83	91	84	89	92	94
CS(=O)(=O)c1ccc(-c2cc3c(Nc4ccc(F)c(Cl)c4)ncnn3c2)cc1	96	96	88	89	/	97	91	96
Cc1[nH]nc2c1C(c1cc3ccc(Cl)cc3nc1Cl)C(C#N)=C(N)O2 (configuration not stated)	106	81	70	66	45	82	85	91
CCN(CC)Cc1ncccc1O	113	103	99	105	/	117	112	94
O=C(O)CC/C(=N\NC(=O)c1ccncc1)c1ccc(Cl)cc1	106	97	106	83	99	103	100	115
NC(COCc1ccccc1)C(=O)O (configuration not stated)	113	87	93	102	99	99	87	87
O=c1cc(-c2nn[nH]n2)[nH]c(=O)[nH]1	109	85	/	99	117	110	96	101
COC(=O)c1nnn(-c2ccc(Cl)cc2Cl)c1C(=O)c1ccc(Cl)c(Cl)c1	95	90	89	78	/	/	100	80
C=CCn1c(SCC(=O)Nc2ccc(Cl)cc2)nnc1-c1cc(-c2ccc(OC)cc2)nc2ccccc12	92	73	57	74	70	82	48	66
O=C(NNc1nc2cc(F)cc(F)c2n2cccc12)c1cccnn1	-21*	6.4*	13	10	15	30	12	7.3*
CC12CCC3C4(C)COC(c5cccc(Cl)c5)OC4CCC3(C)C1CC(C1=CCOC1=O)O2 (configuration not stated)	32	64	30	57	30	81	/	59
COc1cc(OC)c(/C=C/S(=O)(=O)Cc2ccc(OC)c(N)n2)c(OC)c1	13	10.0*	8.0*	13	0.3*	15	33	2.6*
O=C(/C=C/c1ccncc1)c1cc(Cl)ccc1O	99	89	89	94	84	112	12	96
c1ccc(Nc2cccs2)nc1	102	95	/	103	99	116	99	96
Cc1cc(-c2cc(C)c(N)cc2S(=O)(=O)O)c(S(=O)(=O)O)cc1N	104&120	90&100	103&119	96&103	127&112	103&109	99&104	101&104
NS(=O)(=O)c1ccc(CCNC(=O)CSc2ccc(-c3ccc(F)cc3)nn2)cc1	29	58	45	/	65	93	40	56
Nc1c(C(=O)Nc2cccc(Cl)c2)sc2ncc(Cl)cc12	95	/	81	84	66	84	75	76

# Other entries follow.
Molecule	MDA-MB-468	CCRF-CEM	K-562	MCF7	SR	MDA-MB-231	RPMI-8226	MOLT-4
COC(=O)c1ccc(-c2c(-c3ccccc3)c(-c3ccccc3)c3c(N)c(C(=O)OC)oc3c2F)cc1	78	100	92	86	89	93	104	87
COc1cc(C=Nc2oc(-c3ccccc3)c(-c3ccccc3)c2C#N)cc(CN2CCCC2)c1O	/	102	94	96	81	96	100	104
O=C1OC(N2CCCCC2)c2nc3ccccc3c(/C=C/c3ccc(Br)cc3)c21 (configuration not stated)	101	87	73	99	/	91	90	85
N#Cc1ccc(-c2ccc(OCCCCN3CCCCC3)cc2)cc1	90	72	74	88	76	92	89	56
CCCCCC(=O)OC1CCCC1	101	105	109	104	101	104	102	102
N=C(N)c1ccc(OCCCCCOc2ccc(C(=N)N)cc2)cc1	17	77	22	45	63	81	57	77
O=C(O)C(Cc1ccccc1)N1C(=O)CSC1=S (configuration not stated)	97	98	95	98	/	93	106	100
O=C(c1ccccc1)c1ccccc1C(=O)N(CCO)CCO	98	/	/	97	/	99	102	/
COc1ccc(-c2c(NC(=O)Nc3ccc(S(=O)(=O)Nc4nccs4)cc3)cnn2-c2ccc(S(N)(=O)=O)cc2)cc1	104	94	94	96	95	105	102	100
O=c1nc(-c2ccccc2)c2cc(-c3ccc(N4CCOCC4)nc3)ccc2[nH]1	93	94	87	91	82	71	89	93
O=c1[nH]cncc1OCc1ccccc1	106	104	110	111	109	102	96	109
COc1cccc(C(=O)Nc2ccc(-c3nc4ccccc4[nH]3)cc2)c1	100	89	70	95	82	86	77	88
CC(=O)OCC1OC(OC(C)=O)C(OC(C)=O)C(OC(C)=O)C1OC(C)=O (configuration not stated)	108&95	110&95	96&111	92&100	94&98	109&124	103&100	100&99
Clc1ccc(Cc2nc3ccccc3[nH]2)cc1	92	97	83	95	98	102	82	89
COc1ccc2c(c1)/C(=C\c1cn(C)c3ccccc13)C(=O)N2	/	93	98	85	92	92	66	96

# Three compounds already listed, ordered by number of heavy atoms, high to low:
Molecule	MDA-MB-468	CCRF-CEM	K-562	MCF7	SR	MDA-MB-231	RPMI-8226	MOLT-4
COc1ccc2c(c1)/C(=C\c1cn(C)c3ccccc13)C(=O)N2	/	93	98	85	92	92	66	96
Clc1ccc(Cc2nc3ccccc3[nH]2)cc1	92	97	83	95	98	102	82	89
CCCCCC(=O)OC1CCCC1	101	105	109	104	101	104	102	102

# Profiles, quoted from the list. Values in the order: MDA-MB-468	CCRF-CEM	K-562	MCF7	SR	MDA-MB-231	RPMI-8226	MOLT-4
# `O=c1nc(-c2ccccc2)c2cc(-c3ccc(N4CCOCC4)nc3)ccc2[nH]1` as listed: 93	94	87	91	82	71	89	93
# `COc1ccc2c(c1)/C(=C\c1cn(C)c3ccccc13)C(=O)N2` as listed: /	93	98	85	92	92	66	96

# Other structures.
Molecule	MDA-MB-468	CCRF-CEM	K-562	MCF7	SR	MDA-MB-231	RPMI-8226	MOLT-4
COc1cc(-c2nn(C(C)(C)C)cc2-c2ccnc(NCCCNS(=O)(=O)c3cccc4ccccc34)n2)ccc1F	73	76	40	59	22	87	62	42
CSc1ncnc2[nH]ccc12	106	99	103	100	93	102	103	90
CCN(CC)CCn1cnc2ccccc2c1=O	82	103	111	94	99	114	105	108
CC1=NN(c2ccccc2)C(=O)C1N=Nc1ccc(S(=O)(=O)Nc2nnc(C)s2)cc1 (configuration not stated)	85	85	79	93	92	116	75	81
CN1C(=O)/C(=C/c2nc(-c3cccc(F)c3)n3ccccc23)c2ccccc21	101	89	80	44	60	61	/	72
Nc1cccc(C(=O)O)c1C(=O)O	100&109	82&80	112&73	98&100	124&85	102&102	107&103	115&78
CCCCc1[nH]c(-c2cc(N)ccc2Cl)c2c1C(=O)CCCC2	93	100	99	89	95	103	92	97
O=C(Nc1ccc2c(c1)OCCO2)C(=O)c1c[nH]c2ccc(F)cc12	101	110	92	94	90	117	102	94
S=c1[nH]c2ccccc2s1	68&101&113	114&115	118&112&83	95&93&95	94&96	93&109&102	104&100&108	99&98&95
N#Cc1nn(CCCl)c(=O)c2ccccc12	109	100	102	102	90	107	106	85
CCOC(=O)c1c(Nc2ccccc2)nn2c(-c3cccs3)ccnc12	73	59	59	90	64	81	66	75
Cc1[nH]c(-c2nc3ccccc3[nH]2)c(C)c1C(=O)NC(C)C1CCCCC1 (configuration not stated)	60	81	69	71	69	70	-65*[100 µM]	72
O=C(/C=C/c1cccs1)c1ccc(Cl)s1	46	93	106	38	78	125	89	103
O=C1C[C@H](N2C(=O)CCC2=O)[C@H]2CO[C@@H]1O2	114	105	86	90	84	117	94	97
C[C@]12CC[C@@H]3c4ccc(O)cc4CC[C@H]3[C@@H]1CC[C@@H]2NS(=O)(=O)c1cccc(F)c1	50	/	23	36	24	77	40	38

# Taken from above.
# Cc1ccc(C(=O)Cn2c(=O)c3nnc(C)n3c3ccccc32)cc1 in MDA-MB-231 reads 99
# c1ccc2c(c1)Nc1nc3ccccc3nc1N2 in RPMI-8226 reads 105
# CN(C)CCOc1ccccc1Cc1ccc(Br)cc1 in MDA-MB-468 reads 67
# CC(C)CCNC(=O)Cn1ccc2ncccc2c1=O in MDA-MB-231 reads 96
# O=C1OC(N2CCCCC2)c2nc3ccccc3c(/C=C/c3ccc(Br)cc3)c21 (configuration not stated) in K-562 reads 73

# More entries
Molecule	MDA-MB-468	CCRF-CEM	K-562	MCF7	SR	MDA-MB-231	RPMI-8226	MOLT-4
O=c1[nH]c2cc(O)ccc2n2cc3c(F)cccc3c12	29	49	24	-3.3*	9.4*	52	46	6.7*
CC(C)N1C(=O)NC2C1NC(=O)N2C(C)C (configuration not stated) (tested in a mixture with another compound)	99	/	108	111	121	108	103	112
CCC(=O)c1cc(C(=O)OC)c2ccc3c4ccccc4ccc3n12	84	98	91	80	68	70	85	95
CN(C)c1ccnc(NCCCSC(c2ccccc2)(c2ccccc2)c2ccccc2)c1	-35*	-26*	-37*	-36*	-56*	31	-59*	-8.3*
